HTT cytoprotect: qHTS Multiplex Assay to Identify Dual Action Probes in a Cell Model of Huntington: Cytoprotection (ATP). Potency, µM (doses to about 56.4 µM), for inactives: cytoprotection (ATP increase), hits mostly activators. AID 1471, 2008. 230,000 compounds, 0.14% hits. PC12 HTT-Q103 induced, cytoprotection, ATP luminescence, 40 h;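 note: % of control where 0% means no effect; nearly all actives have a fitted effect of over 45% in size; toxic huntingtin expression switched on by the ecdysone agonist tebufenozide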
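Cells were plated at 1500 per well in phenol red-free DMEM with 5% equine and 5% calf serum. Tebufenozide (100 nM final) and compounds were added, then ATPlite reagent, and luminescence was read.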
Tau FP inhib: qHTS for Inhibitors of Tau Fibril Formation, Fluorescence Polarization; K18 P301L tau heparin fibrillization, Alexa594 FP, 6 h; Potency, µM (highest dose often 57.7 µM), for the others: top-dose activity, negative = inhibition, hits mostly inhibitors; 280,000 compounds, 0.39% hits; AID 1468, 2008; note: % is set by controls: 0 for no effect and ±100 for the full control effect; nearly all actives have a fitted effect of over 55% in size
Target sequence (P10636 561-689 P618L limits assumed): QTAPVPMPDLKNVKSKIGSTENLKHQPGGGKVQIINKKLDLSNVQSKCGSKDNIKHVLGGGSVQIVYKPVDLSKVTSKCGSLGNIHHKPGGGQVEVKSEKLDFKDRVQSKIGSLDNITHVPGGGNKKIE
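Steps: dispense K18 P301L tau (15 uM plus 0.24 uM Alexa 594 tracer, final) in pH 7 sodium acetate; add compound; add heparin (20 uM final); incubate 6 hr, 37 C; add ThT (30 uM final); after 1 hr ambient, read FP.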
TRb SRC2 PPI: qHTS for Inhibitors of the Interaction of Thyroid Hormone Receptor and Steroid Receptor Coregulator 2 | Thyroid hormone receptor beta (Homo sapiens), P10828 | TRbeta-SRC2 peptide binding, fluorescence polarization; receptor liganded with 1 µM T3 | Potency, µM (series often up to 106 µM), without a hit: top-dose activity change, negative = inhibition, most hits filed as inhibitors | 280,000 compounds, 0.065% hits | AID 1469, 2008;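 note: plate controls were bound peptide for no effect and peptide without receptor for full effect; nearly all actives have a fitted effect of over 50% in size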
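Fluorescence polarization of 20 nM Texas Red SRC2 peptide (20-aa NR interaction domain) bound to 0.6 uM human TRb ligand-binding domain, with 1 uM T3, after 5 hr at ambient temperature; inhibition seen as decreased polarization.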
Tau fluor counter: Counterscreen qHTS for Inhibitors of Tau Fibril Formation, Fluorescence Polarization; 280,000 compounds, 0.93% hits; tau K18 P301L Alexa594 fluorescence, heparin fibrillization; Potency, µM (series often up to 57.7 µM), without a hit: at the top dose activity change, negative = decrease; note: % is set by controls: 0 for no effect and ±100 for the full control effect; nearly all actives have a fitted effect of over 55% in size
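Human K18 P301L tau (15 uM unlabeled plus 0.24 uM Alexa 594-labeled, final) in 100 mM sodium acetate pH 7 was mixed with compound and 20 uM heparin and incubated 6 hr at 37 C.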
L3MBTL1 block: qHTS Assay for the Inhibitors of L3MBTL1; AlphaScreen L3MBTL1–H3K9me1 peptide binding; Lethal(3)malignant brain tumor-like protein 1 (Homo sapiens), Q9Y468; Potency, µM (titrated, usually from 57.1 µM), without a hit: at the highest dose activity, negative = inhibition, actives largely listed as inhibitors; AID 485360, 2010; 230,000 compounds, 0.66% hits; note: % is set by controls: 0 for no effect and ±100 for the full control effect; nearly all actives have a fitted effect of over 60% in size
Target sequence (Q9Y468 whole entry, looked up): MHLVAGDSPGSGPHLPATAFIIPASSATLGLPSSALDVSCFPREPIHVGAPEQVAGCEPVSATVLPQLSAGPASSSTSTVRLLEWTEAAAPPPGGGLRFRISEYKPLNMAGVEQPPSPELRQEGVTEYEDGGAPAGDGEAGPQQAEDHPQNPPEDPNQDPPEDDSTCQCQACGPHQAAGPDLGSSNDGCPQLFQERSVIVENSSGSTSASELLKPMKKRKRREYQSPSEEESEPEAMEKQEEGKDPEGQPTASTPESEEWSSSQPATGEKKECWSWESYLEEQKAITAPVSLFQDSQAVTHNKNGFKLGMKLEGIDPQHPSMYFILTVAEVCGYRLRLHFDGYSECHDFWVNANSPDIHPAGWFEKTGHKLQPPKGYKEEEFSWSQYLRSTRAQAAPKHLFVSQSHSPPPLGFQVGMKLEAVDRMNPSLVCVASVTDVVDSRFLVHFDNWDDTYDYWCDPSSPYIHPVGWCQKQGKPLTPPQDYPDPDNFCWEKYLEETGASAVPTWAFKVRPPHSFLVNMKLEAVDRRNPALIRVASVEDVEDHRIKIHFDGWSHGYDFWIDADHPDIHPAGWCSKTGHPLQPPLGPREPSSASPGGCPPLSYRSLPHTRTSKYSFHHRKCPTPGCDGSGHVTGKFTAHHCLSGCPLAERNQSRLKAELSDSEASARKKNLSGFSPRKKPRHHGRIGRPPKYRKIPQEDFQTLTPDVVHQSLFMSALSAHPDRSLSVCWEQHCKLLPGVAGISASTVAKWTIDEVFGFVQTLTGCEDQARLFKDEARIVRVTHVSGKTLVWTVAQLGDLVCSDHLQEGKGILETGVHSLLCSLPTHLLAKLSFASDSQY
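L3MBTL1 50 nM + b-AHA-H3(1-15)K9me1 75 nM, 30 min RT; compound added, 30 min RT; streptavidin donor/Ni-chelate acceptor beads 10 ug/mL each final, 30 min RT dark; AlphaScreen read.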
TexasRed fluor: Total Fluorescence Counterscreen for Inhibitors of the Interaction of Thyroid Hormone Receptor and Steroid Receptor Coregulator 2 | TRb/SRC2 Texas Red total fluorescence interference | Potency, µM (doses to about 106 µM), for inactives: at the highest dose fluorescence change, negative = quenching | 280,000 compounds, 0.29% hits; active = well fitted curve in either direction with a large enough effect; inconclusive = small, poorly fitted or top-dose-only effect; note: % is set by controls: 0 for no effect and ±100 for the full control effect
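Flags fluorescent or light-absorbing compounds by total fluorescence, S + 2P, at 555 nm excitation and 632 nm emission. Mixture: 20 nM Texas Red SRC2 peptide, 0.6 uM human TRb LBD, 1 uM T3, 5% DMSO; compound exposure 5 h at ambient temperature.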
Tau ThT inhib: qHTS for Inhibitors of Tau Fibril Formation, Thioflavin T Binding. Microtubule-associated protein tau (Homo sapiens), P10636. recombinant tau K18 P301L (four-repeat tau fragment), heparin-induced fibrillization, ThT fluorescence. Potency, µM (titrated, usually from 57.4 µM), without a hit: at the highest dose activity, negative = inhibition, hits mostly inhibitors. 270,000 compounds, 2.1% hits. AID 1460, 2008; note: % is set by controls: 0 for no effect and ±100 for the full control effect; nearly all actives have a fitted effect of over 55% in size
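Aggregation was driven by heparin (20 uM final) acting on recombinant tau […] bearing P301L in 100 mM sodium acetate pH 7; fibrils were detected with Thioflavin T.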
RECQ1 inh: qHTS Assay for Inhibitors of RecQ-Like Dna Helicase 1 (RECQ1); RECQ1 DNA unwinding, red fluorescence kinetic read; 240,000 compounds, 0.54% hits; Potency, µM (series often up to 57.3 µM), without a hit: at the top dose activity, negative = inhibition, usual class: inhibitors; ATP-dependent DNA helicase Q1 (Homo sapiens), P46063;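 note: plate controls were vehicle for no effect and no enzyme for full effect; nearly all actives have a fitted effect of over 30% in size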
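50 nM RECQ1T1 preincubated 15 min with compound in Tris pH 8.0 buffer with MgCl2, DTT, Tween-20 and 2.5 ug/ml poly(dI-dC); started with 200 nM TAMRA/BHQ-2 forked duplex and 2 mM ATP. Unwinding read as fluorescence (525/598 nm), two reads 2 h apart.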
* hit, by the source's call; i = inactive; ? = inconclusive; . = not tested or not shown; & = joins results of further samples; [ ] = remark or other dose. Unless noted, calls come from the whole dose curve; as a rule, active = well fitted curve in the direction sought with a large enough effect; inconclusive = small, poorly fitted or top-dose-only effect, or another doubt; inactive = no such curve, though single readings can be large; an effect the other way counts as inactive or inconclusive. Potency is the fitted concentration of half-maximal effect. The list is partial (hit frequency here may not be typical).

nr	Structure	Tau ThT inhib	TexasRed fluor	L3MBTL1 block	Tau fluor counter
1	O=C1NC(=O)N(c2ccc(Br)cc2)C(=O)/C1=C/c1ccsc1	?	7%	.	-15%
2	O=C(N/N=C/c1c(O)n(Cc2ccc(F)cc2)c(=O)[nH]c1=O)c1ccccc1O	?	-15%	6%	-16%
3	CC(=O)c1cc(C#N)c(N2CCN(C)CC2)nc1C	4%	-2%	-11%	1%
4	C[C@]12CC(=CO)C(=O)C[C@@H]1CC[C@@H]1[C@@H]2CC[C@@]2(C)[C@H]1CC[C@]2(C)O	?	-4%	.	-11%
5	Fc1ccc(CCNCc2cccc(Cl)c2)cc1	4%	-1%	8%	1%
6	Cn1c(=O)n(C)c2cc(CNCCc3ccccc3)ccc21	2%	5%	.	-4%
7	C=CCN1C(=O)C2(C(C(=O)OCC)=C(N)Oc3ccccc32)c2c1c1ccccc1oc2=O (configuration not stated)	1%	-2%	.	-12%
8	CCOC(=O)c1ncc2[nH]c3ccc(OCc4ccccc4)cc3c2c1COC	?	-2%	.	4µM*[quencher]
9	COC(=O)CC1=C(C(=O)OC)C2(C(=O)N(C)c3ccccc32)C(C#N)=C(N)O1 (configuration not stated)	-7%	1%	-2%	-5%
10	COc1ccc(N2C(=O)/C(=C/c3cc(C)n(-c4ccc(C)cn4)c3C)C(=O)NC2=S)c(OC)c1	?	3%	?	-10%
11	S=C(S)N1CCCC1	32µM*	-4%&-3%	-20%	-14%&-26%
12	CCC(=NCc1cccnc1)c1c(O)n(-c2ccc(C)cc2)c(=O)[nH]c1=O	-7%	-6%	0%	-9%
13	O=C(O)c1[nH]c(=O)[nH]c(=O)c1F	-5%	?	17%	-8%
14	CCOCCc1c(O)[nH]c(=S)[nH]c1=O	-5%	10%	-3%	-16%
15	CCC(C)(C)n1nnnc1C(c1cccs1)N1CC=C(c2ccc(F)cc2)CC1 (configuration not stated)	?	3%	-5%	-11%

nr	Tau FP inhib	TRb SRC2 PPI	RECQ1 inh	HTT cytoprotect
1	-6%	10%	-16%	-18%
2	9%	-8%	-9%	5%[10 µM]
3	4%	1%	-1%	.
4	-3%	2%	3%	.
5	6%	0%	-10%	-15%
6	-4%	-7%	.	.
7	-8%	-2%	-16%	-12%
8	-16%	-1%	i	-20%
9	-2%	5%	i	-7%
10	-5%	3%	i	-22%
11	?	2%&1%	-12%&7%	?
12	-1%	-5%	-3%	6%[10 µM]
13	-8%	-5%	-1%	-36%[10 µM]
14	-15%	-4%	-19%	-30%[10 µM]
15	2%	3%	-7%	-8%

2 entries from above, set out differently:
| No. | Compound | Tau ThT inhib | TexasRed fluor | L3MBTL1 block | Tau fluor counter | Tau FP inhib | TRb SRC2 PPI | RECQ1 inh | HTT cytoprotect |
| --- | --- | --- | --- | --- | --- | --- | --- | --- | --- |
| 11 | S=C(S)N1CCCC1 | 32µM* | -4%&-3% | -20% | -14%&-26% | ? | 2%&1% | -12%&7% | ? |
| 12 | CCC(=NCc1cccnc1)c1c(O)n(-c2ccc(C)cc2)c(=O)[nH]c1=O | -7% | -6% | 0% | -9% | -1% | -5% | -3% | 6%[10 µM] |

Some of these compounds in order of SMILES length, smallest number first.
nr	Structure	Tau ThT inhib	TexasRed fluor	L3MBTL1 block	Tau fluor counter
14	CCOCCc1c(O)[nH]c(=S)[nH]c1=O	-5%	10%	-3%	-16%
13	O=C(O)c1[nH]c(=O)[nH]c(=O)c1F	-5%	?	17%	-8%
15	CCC(C)(C)n1nnnc1C(c1cccs1)N1CC=C(c2ccc(F)cc2)CC1 (configuration not stated)	?	3%	-5%	-11%
7	C=CCN1C(=O)C2(C(C(=O)OCC)=C(N)Oc3ccccc32)c2c1c1ccccc1oc2=O (configuration not stated)	1%	-2%	.	-12%

nr	Tau FP inhib	TRb SRC2 PPI	RECQ1 inh	HTT cytoprotect
14	-15%	-4%	-19%	-30%[10 µM]
13	-8%	-5%	-1%	-36%[10 µM]
15	2%	3%	-7%	-8%
7	-8%	-2%	-16%	-12%

Further compounds:
nr	Structure	Tau ThT inhib	TexasRed fluor	L3MBTL1 block	Tau fluor counter
16	CCOC(=O)CNC(=O)CNC(=O)C(Cc1ccc(N(CCCl)CCCl)cc1)NC(C)=O (configuration not stated)	-19%	-1%	-3%	-12%
17	O=C1CC(N2CCC(n3c(=O)[nH]c4ccccc43)CC2)C(=O)N1Cc1ccccc1 (configuration not stated)	-3%	3%	-27%[11.4 µM]	-5%
18	C[C@@H]1C(=O)O[C@@H]2[C@H](O)C34[C@@H]5OC(=O)C3(O[C@H]3OC(=O)[C@H](O)C34[C@H](C(C)(C)C)[C@H]5O)[C@@]12O (some centres not stated)	-2%	0%	2%	-4%
19	CC[N+](C)(CC)CCCCOc1ccc2c(c1)C(=O)c1cc(OCCCC[N+](C)(CC)CC)ccc1-2	?	-6%	3%	-11%
20	OCC(Cl)CCl (configuration not stated)	.	-2%	2%	.
21	COc1ccc(Nc2cc(C)c3cc(NC(=O)c4ccccc4Cl)ccc3n2)cc1	4µM*	-22%	.	8.9µM*[quencher]
22	COc1ccc(OC)c([C@H](O)[C@H](C)N)c1	.	-3%[53 µM]	.	.
23	Cn1c(O)c(C(=NCCc2c[nH]c3ccccc23)c2ccccc2)c(=O)n(C)c1=O	-11%	-1%	-18%	-17%
24	CCn1c(O)c(C(=O)CC2NCCc3ccccc32)c(=O)n(CC)c1=S (configuration not stated)	?	3%	-13%	-17%
25	CCn1ccnc1CN1CCCC(C(=O)c2ccc(SC)cc2)C1 (configuration not stated)	-11%	-1%	-28%	-9%
26	O=C1NC(=O)C(=Cc2ccccc2OCCOc2ccc([N+](=O)[O-])cc2)C(=O)N1	?	-1%	-20%	-16%
27	Cc1ccccc1N1C(=O)NC(=O)/C(=C/c2ccc(N3CCOCC3)o2)C1=O	-25%	2%	-14%	-2%
28	CC(=O)c1ccc(OC(=O)N(C)c2ccccc2)cc1	8%	-1%	-14%	-1%
29	C[C@@]12CC[C@H]3[C@@H](CC[C@@H]4C[C@H]5S[C@H]5C[C@]43C)[C@H]1CC[C@H]2O	.	0%[53 µM]	.	.
30	Cc1ccc(N2C(=O)NC(=O)/C(=C\c3cc(C)n(-c4sc5c(c4C#N)CCCC5)c3C)C2=O)cc1	?	2%	-16%	-11%

nr	Tau FP inhib	TRb SRC2 PPI	RECQ1 inh	HTT cytoprotect
16	2%	-1%	i	-1%[10 µM]
17	6%	-19%	-6%	5%
18	-2%	-1%	-1%	.
19	-6%	-2%	-13%	14%[10 µM]
20	.	-9%	-1%	?
21	?	9%	.	.
22	.	-3%[53 µM]	-6%[25.9 µM]	1%[40.3 µM]
23	2%	0%	i	-5%[10 µM]
24	-9%	12%	7%	-42%[inhibitor]
25	-5%	6%	-1%	-35%[inhibitor]
26	?	8%	-9%	-36%
27	-5%	5%	i	9%[10 µM]
28	-2%	5%	i	-32%[inhibitor]
29	.	0%[53 µM]	i	-4%[40.3 µM]
30	-11%	-9%	?	2%[10 µM]

(continued)
nr	Structure	Tau ThT inhib	TexasRed fluor	L3MBTL1 block	Tau fluor counter
31	O=[N+]([O-])c1ccc(N2CCNCC2)cc1NCc1ccco1	?	-3%	-4%	-7%
32	O=c1[nH]c(=S)[nH]c(O)c1/C=N/N1CCOCC1	2%	1%	11%	1%
33	COC(=O)/C=C/C(=O)N[C@@H]1CC[C@@]2(O)[C@H]3Cc4ccc(O)c5c4[C@@]2(CCN3CC2CC2)[C@H]1O5	5%	-3%	.	3%
34	O=C(Nc1ccc(OC(F)(F)F)cc1)c1cccn(Cc2ccccc2Cl)c1=O	-12%	3%	.	-18%
35	COc1ccc(CC2(CCc3ccncc3)C(=O)NC(=O)NC2=O)cc1OC	4%	-1%	5%	11%
36	CSCCC(N=Cc1c(O)n(-c2ccc(Br)cc2)c(=O)[nH]c1=O)C(=O)OC(C)(C)C (configuration not stated)	-10%	2%	-2%	-9%
37	O=C1C2CCCC1C(N1CCCC1)CC2 (configuration not stated)	-9%	-2%	-17%	-9%
38	CCCCSc1nc2c(cnn2-c2ccccc2)c(=O)n1N	?	-2%	11%	-23%
39	CCCN1CCO[C@@H]2c3cc(O)ccc3OC[C@H]21	-11%&-3%&-3%&0%	-8%&-6%&1%&-1%	6%	-20%&3%&0%&-1%
40	COC1=CC2C3Cc4ccc(OC)c(O)c4[C@]2(CCN3C)CC1=O (some centres not stated)	-2%	-2%	.	0%
41	Cc1cc(C)cc(NC(=S)NC2CC3CCCC(C2)N3Cc2cccs2)c1 (configuration not stated)	-6%	3%	-3%	-19%

nr	Tau FP inhib	TRb SRC2 PPI	RECQ1 inh	HTT cytoprotect
31	6%	9%	i	.
32	-2%	2%	-1%	3%[10 µM]
33	1%	4%	17%	-195%[inhibitor]
34	?	-2%	.	.
35	0%	-5%	i	.
36	5%	-27%	-18%	4%
37	-4%	-2%	4%	.
38	-6%	0%	i	6%[10 µM]
39	1%&3%&4%&2%	4%&4%&-2%&4%	-4%&-6%	-44%[inhibitor]
40	3%	0%	-2%	0%
41	-2%	-2%	-6%	-27%
